# aGlu spleen mod: qHTS Assay for Inhibitors and Activators of Human alpha-Glucosidase From Spleen Homogenate; Lysosomal alpha-glucosidase (Homo sapiens), P10253; human spleen homogenate, 4-MU-alpha-glucoside fluorescence; Potency, µM (highest dose often 79.9 µM), for inactives: at the top dose activity change, negative = inhibition, actives largely listed as inhibitors; 0.006% of 240,000 active;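 further: potency means the concentration at half of the fitted maximal effect; 0% = enzyme with vehicle and -100% = no enzyme basal signal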
#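 AC50 values come from Hill-equation fits of concentration-response data, normalized to no-enzyme and full-activity controls. Enzyme source: 1 ug human spleen homogenate; 1 mM fluorogenic 4-MU glucoside, pH 5.0 citrate buffer, 37 C, 40 min.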
# HTT ATP protect: qHTS Multiplex Assay to Identify Dual Action Probes in a Cell Model of Huntington: Cytoprotection (ATP); PC12 HTT-Q103 induced, cytoprotection, ATP luminescence, 40 h; Potency, µM (top dose mostly 56.4 µM), without a hit: cytoprotection (ATP increase), most hits filed as activators; 0.14% of 230,000 active;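 further: potency means the concentration at half of the fitted maximal effect; % of control where 0% means no effect; nearly all actives have a fitted effect of over 45% in size; toxic huntingtin expression switched on by the ecdysone agonist tebufenozide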
#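 Compounds added alongside 100 nM tebufenozide, which induces toxic Q103 huntingtin exon 1-GFP in stable PC12 cells; surviving cells quantified by luminescent ATP measurement. Medium: phenol red-free DMEM, 5% equine and 5% calf serum.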
# CBFb RUNX1 block: qHTS Assay for Compounds Blocking the Interaction Between CBF-beta and RUNX1 for the Treatment of Acute Myeloid Leukemia. Potency, µM (highest dose often 59.8 µM), inactives show top-dose activity, negative = inhibition, most hits filed as inhibitors. Runt-related transcription factor 1 (Homo sapiens) + Core-binding factor subunit beta …. 230,000 tested, under 10 active. AlphaScreen CBFb-His/RUNX1-biotin binding, biochemical; further: % of control where 0% means no effect
# Target sequence (Q01196 whole entry, looked up): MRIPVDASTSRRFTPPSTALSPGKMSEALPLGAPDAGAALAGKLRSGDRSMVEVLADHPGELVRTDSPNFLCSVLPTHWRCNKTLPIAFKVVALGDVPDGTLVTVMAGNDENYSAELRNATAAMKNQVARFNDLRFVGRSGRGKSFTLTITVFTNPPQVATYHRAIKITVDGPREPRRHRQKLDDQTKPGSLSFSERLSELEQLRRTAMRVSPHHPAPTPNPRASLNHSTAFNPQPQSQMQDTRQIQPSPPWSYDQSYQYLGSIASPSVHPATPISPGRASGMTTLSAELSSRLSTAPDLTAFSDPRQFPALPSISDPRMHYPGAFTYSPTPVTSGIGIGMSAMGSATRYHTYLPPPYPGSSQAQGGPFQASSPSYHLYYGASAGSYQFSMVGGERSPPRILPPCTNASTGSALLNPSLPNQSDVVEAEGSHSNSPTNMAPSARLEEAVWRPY
# Target sequence (Q13951 whole entry, looked up): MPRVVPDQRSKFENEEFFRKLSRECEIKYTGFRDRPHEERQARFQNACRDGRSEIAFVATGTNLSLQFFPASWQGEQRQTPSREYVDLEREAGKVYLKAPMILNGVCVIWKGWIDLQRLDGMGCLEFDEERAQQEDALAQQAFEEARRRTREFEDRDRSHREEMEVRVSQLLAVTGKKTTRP
#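 CBF-beta (His) and RUNX1 (biotin), 30 nM each; 20 min preassociation; + compound, 15 min; + beads 50 ng each (Ni, streptavidin), 90 min; RT; AlphaScreen read.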
# Lamin A splicing: qHTS Assay for Modulators of Lamin A Splicing; HeLa LMNA splicing GFP/RFP minigene ratio, 48 h; Potency, µM (series often up to 46.1 µM), for inactives: top-dose ratio change, negative = inhibition, hits mostly inhibitors; 0.01% of 200,000 active; AID 1487, 2009; active means well fitted inhibition curve with a large enough effect in the signal ratio, with a control signal flat, not every such curve was filed as active; inconclusive means small, poorly fitted or top-dose-only effect, or effect the other way, or a change in a side signal; the % refers to the signal ratio; further: potency means the concentration at half of the fitted maximal effect; on the % scale 0 is the no-effect control and ±100 the full control effect
#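 Read-out is the ratio of GFP to DsRed2 object intensity, acquired by 488 nm laser-scanning cytometry on HeLa lamin A-EGFP minigene reporter cells. Compound incubation 48 hrs at 37 °C in Opti-MEM with 2% FBS; DMSO 0.5% final.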
# Numbers without * were called inactive; ? = inconclusive; . = no result given; [ ] = remark or other dose. Unless noted, the call rests on the fitted dose curve; in most records, active means well fitted curve in the direction sought with a large enough effect; inconclusive means small, poorly fitted or top-dose-only effect, or another doubt; inactive means no such curve, though single readings can be large; an effect the other way counts as inactive or inconclusive.
SMILES,aGlu spleen mod,HTT ATP protect,CBFb RUNX1 block,Lamin A splicing
C[C@H](CCC(=O)O)[C@H]1CC[C@@H]2[C@H]3[C@@H](CC[C@@]21C)[C@]1(C)CC[C@H](O)C[C@@H]1C[C@@H]3O,9.1%[29.1 µM],-1.3%[40.3 µM],2.1%[21.7 µM],?
CC[C@H]1C(=O)OC[C@H]1Cc1cncn1C,-9.3%[29.1 µM],-1.0%[10 µM],-10.7%[21.7 µM],-8.2%
CC(=O)C1=C(O)[C@@H]2[C@@H]3c4c[nH]c5cccc(c45)C[C@@H]3C(C)(C)N2C1=O,-8.8%,-57.3%[inhibitor],16.0%[21.7 µM],.

# Among those listed so far, 2 have nitrogen in an aromatic ring:
SMILES,aGlu spleen mod,HTT ATP protect,CBFb RUNX1 block,Lamin A splicing
CC[C@H]1C(=O)OC[C@H]1Cc1cncn1C,-9.3%[29.1 µM],-1.0%[10 µM],-10.7%[21.7 µM],-8.2%
CC(=O)C1=C(O)[C@@H]2[C@@H]3c4c[nH]c5cccc(c45)C[C@@H]3C(C)(C)N2C1=O,-8.8%,-57.3%[inhibitor],16.0%[21.7 µM],.

# Record cards, as listed above. Order of values: aGlu spleen mod, HTT ATP protect, CBFb RUNX1 block, Lamin A splicing
# Record of CC[C@H]1C(=O)OC[C@H]1Cc1cncn1C → -9.3%[29.1 µM], -1.0%[10 µM], -10.7%[21.7 µM], -8.2%
# Record of CC(=O)C1=C(O)[C@@H]2[C@@H]3c4c[nH]c5cccc(c45)C[C@@H]3C(C)(C)N2C1=O → -8.8%, -57.3%[inhibitor], 16.0%[21.7 µM], .

# Limited to HTT ATP protect and CBFb RUNX1 block, for 2 of the compounds above:
smiles | HTT ATP protect | CBFb RUNX1 block
CC[C@H]1C(=O)OC[C@H]1Cc1cncn1C | -1.0%[10 µM] | -10.7%[21.7 µM]
CC(=O)C1=C(O)[C@@H]2[C@@H]3c4c[nH]c5cccc(c45)C[C@@H]3C(C)(C)N2C1=O | -57.3%[inhibitor] | 16.0%[21.7 µM]

# Compound activity from PubChem.

# This is a subset (hit frequency here may not be typical).
